TDP43 rescue = inhibitors of TDP-43 toxicity in yeast; TDP-43 expressing yeast growth rescue, BacTiter-Glo, 24 h; Potency, µM (doses to about 46.1 µM), inactives show top-dose growth rescue (activation), hits mostly activators; actives 1.8% (n = 410,000); AID 652104; also: potency is read from the fitted curve at half-maximal effect; % of control where 0% means no effect; nearly all actives have a fitted effect of over 50% in size
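Cell-based yeast growth screen: TDP-43 expression induced in galactose, inoculum OD600=0.02 after raffinose pregrowth to mid-log. Read-out BacTiter-Glo luminescence at 24 hr, 30 deg C; inhibition of toxicity seen as signal increase.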
MmCpn inh = inhibitors of Methanococcus maripaludis chaperonin (MmCpn) | actives 0.031% (n = 330,000) | purified Mm-Cpn ATPase, ADP Transcreener TR-FRET | Potency, µM (highest dose often 76.9 µM), inactives show at the highest dose activity, negative = inhibition, actives largely listed as inhibitors; also: potency is read from the fitted curve at half-maximal effect; % is scaled to controls: 0 for no effect and ±100 for the full control effect; nearly all actives have a fitted effect of over 80% in size
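Eu-cryptate anti-ADP/ADP-d2 competition gives a ratio inversely related to ADP. Enzyme at 25 nM was pre-exposed to compound for 10 min, then given 10 uM ATP for 30 min, 37°C throughout.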
GLP-1R inv ag = inverse agonists of human GLP-1 receptor. P43220. HEK293 GLP-1R CRE-luciferase, luminescence, 24 h; GLP-1R form is constitutively active. Potency, µM (highest dose often 38.3 µM), for the others: top-dose activity change, negative = inhibition, most hits filed as inhibitors. actives 1.6% (n = 410,000). AID 624417; also: potency is read from the fitted curve at half-maximal effect; % is scaled to controls: 0 for no effect and ±100 for the full control effect; nearly all actives have a fitted effect of over 55% in size
Target sequence (P43220 whole entry, looked up): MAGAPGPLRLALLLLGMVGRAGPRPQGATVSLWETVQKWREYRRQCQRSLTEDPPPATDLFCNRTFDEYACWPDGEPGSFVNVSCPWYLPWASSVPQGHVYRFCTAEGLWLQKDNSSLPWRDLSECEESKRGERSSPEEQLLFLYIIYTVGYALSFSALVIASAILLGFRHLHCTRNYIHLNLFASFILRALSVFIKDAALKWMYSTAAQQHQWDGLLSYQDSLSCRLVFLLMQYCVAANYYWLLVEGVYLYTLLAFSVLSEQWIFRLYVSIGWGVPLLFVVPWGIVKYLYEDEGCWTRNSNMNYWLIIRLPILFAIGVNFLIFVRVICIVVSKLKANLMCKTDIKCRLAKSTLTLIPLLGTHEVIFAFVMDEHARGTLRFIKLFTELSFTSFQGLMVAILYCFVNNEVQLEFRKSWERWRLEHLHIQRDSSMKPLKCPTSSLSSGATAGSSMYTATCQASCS
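Constitutively active GLP-1R drives a cAMP-responsive luciferase in stably transfected HEK293 cells; test compounds are added after overnight (12 h) attachment and left 24 hr, and signal loss in luminescence marks inhibition.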
GLP1R cytotox = cytotoxicity in counter-screen for GLP-1R inverse agonists. actives 0.13% (n = 410,000). HEK293 cAMP-luciferase reporter cells, luminescence, 24 h. Potency, µM (doses to about 38.3 µM), inactives show at the top dose activity change, negative = inhibition, actives largely listed as inhibitors;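 also: loss of luciferase light is scored as toxicity; potency is read from the fitted curve at half-maximal effect; % is scaled to controls: 0 for no effect and ±100 for the full control effect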
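Step one: seed cells (200 cells/uL, DMEM with 10% Nu serum, 1% pen-strep). Step two: 12-hour incubation at 37 deg C. Step three: pin 23 nL compound, incubate 24 hr. Step four: add luciferase reagent, read luminescence 12 min later.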
Akt phos inh = blocks phosphorylation of Akt. Neuro2A IGF-stimulated pAkt S473 HTRF, 20 min; active compounds read low. AID 651550. activity change, % for hits at 50 µM. actives 0.32% (n = 360,000); in the data active = activity change below about -80%; inconclusive = mostly about -51% to -80%; also: % is scaled to controls: 0 for no effect and ±100 for the full control effect
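Single-point screen (50 µM final compound) in Neuro2A cells stimulated 20 min with 6 nM IGF at 37 deg C. After lysis, Ser473-phosphorylated Akt read by HTRF (ex 330 nm, em 615/665 nm) as the 665/615 ratio.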
Abeta yeast res = restores growth of yeast expressing A-beta42 peptide; yeast expressing A-beta42, growth rescue, OD600, 48 h; response scale: 0% DMSO, 100% iron-clioquinol control; actives 0.063% (n = 410,000); AID 1347071; Potency, µM (series often up to 46.1 µM), inactives show at the highest dose growth rescue, actives largely listed as activators; also: potency is read from the fitted curve at half-maximal effect; nearly all actives have a fitted effect of over 55% in size
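Yeast A-beta toxicity model in growth medium with pinned compounds, 48 h at 30 C; growth read as absorbance at 600 nm. Normalized to FeCl3/clioquinol equimolar mix (positive) and DMSO (negative).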
aSyn yeast inh = alpha-synuclein toxicity inhibition in yeast. Yeast expressing alpha-synuclein, growth rescue, BacTiter-Glo, 24 h. Potency, µM (top dose mostly 46.1 µM), inactives show at the highest dose growth rescue (activation), actives largely listed as activators. actives 0.14% (n = 370,000). AID 652106; also: potency is read from the fitted curve at half-maximal effect; % of control where 0% means no effect; nearly all actives have a fitted effect of over 65% in size
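Readout is rescue of growth in alpha-synuclein-expressing yeast, so inhibitors of toxicity appear as activators. Growth after 24 hr at 30 deg C in galactose medium is quantified by luminescence.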
FUS suppressor = suppressors of FUS proteinopathy in yeast; S. cerevisiae FUS-expressing, growth rescue, OD600, 24 h; Potency, µM (series often up to 76.6 µM), for the others: top-dose growth rescue (activation), usual class: activators; actives 0.24% (n = 390,000); AID 1347120;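 also: potency is read from the fitted curve at half-maximal effect; plate controls were DMSO vehicle for no effect and reference control for full effect; nearly all actives have a fitted effect of over 55% in size; some results filed as inactive show a strong effect at the top dose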
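Toxicity suppression screen in FUS-yeast. Cells induced with 2% galactose, starting OD 0.005, treated 24hr at 30C with compounds at multiple final concentrations; growth by OD600.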
PTHR1 agonist = activates the human parathyroid hormone receptor PTHR1. actives 0.075% (n = 410,000). HEK293 GP2 PTHR1 cells, GloSensor cAMP luminescence, 1 h. Potency, µM (titrated, usually from 115 µM), for inactives: at the top dose activation, hits mostly activators. Q03431; also: potency is read from the fitted curve at half-maximal effect; nearly all actives have a fitted effect of over 55% in size; some results filed as inactive show a strong effect at the top dose; inactives centre near -15; many of its hits are not listed in these tables
Target sequence (Q03431 whole entry, looked up): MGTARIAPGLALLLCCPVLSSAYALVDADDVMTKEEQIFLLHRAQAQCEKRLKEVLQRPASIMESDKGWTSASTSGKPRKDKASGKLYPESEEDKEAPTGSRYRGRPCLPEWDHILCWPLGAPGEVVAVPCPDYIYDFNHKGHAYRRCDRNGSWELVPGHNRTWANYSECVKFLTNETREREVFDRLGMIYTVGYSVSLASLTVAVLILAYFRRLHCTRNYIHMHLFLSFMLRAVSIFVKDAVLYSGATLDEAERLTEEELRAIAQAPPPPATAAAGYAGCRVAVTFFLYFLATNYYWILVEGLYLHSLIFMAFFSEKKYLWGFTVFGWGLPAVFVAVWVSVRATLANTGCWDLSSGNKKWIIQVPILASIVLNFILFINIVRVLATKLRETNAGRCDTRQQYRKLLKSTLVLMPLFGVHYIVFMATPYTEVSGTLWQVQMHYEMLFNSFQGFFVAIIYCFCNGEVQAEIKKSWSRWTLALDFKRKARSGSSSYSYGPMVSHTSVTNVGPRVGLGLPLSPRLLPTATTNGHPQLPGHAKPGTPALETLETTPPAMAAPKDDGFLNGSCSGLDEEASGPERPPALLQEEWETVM
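HEK-293-derived GP2 cells expressing PTHR1 and a GloSensor cAMP reporter, 3,000/well, plated overnight, given luciferin plus IBMX (each 0.5 mM as added) for 1 h at 37 °C, then compound for 1 h at 37 °C. Luminescence was read after 15 min at room temperature.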
Active calls of the source: *; i = inactive; ? = inconclusive; nt = not tested or not shown; & = joins results of further samples; [ ] = remark or other dose. Unless noted, calls follow the shape of the dose curve; as a rule, active = well fitted curve in the direction sought with a large enough effect; inconclusive = small, poorly fitted or top-dose-only effect, or another doubt; inactive = no such curve, though single readings can be large; an effect the other way counts as inactive or inconclusive. A portion of the library (hit frequency here may not be typical).

SMILES	TDP43 rescue	MmCpn inh	GLP-1R inv ag	GLP1R cytotox	Akt phos inh	Abeta yeast res	aSyn yeast inh	FUS suppressor	PTHR1 agonist
COc1ccc(-n2ncc3c(N4CCC(C)CC4)ncnc32)cc1	14µM*	-2%	?	2%	i	-12%	-8%	14%	-58%[inhibitor]
COC(=O)c1ccc(Cn2c(=O)cc(C)c3c(C)nn(C)c32)cc1	27%	nt	5%	3%	nt	-7%	nt	-15%	-32%[inhibitor]
CC(C)Oc1ccc2c(=O)c(-c3ccccc3)coc2c1	?	1%&-2%	-6%	0%	i	1%	12%	-39%[inhibitor]	-62%[inhibitor]
Cc1ccc(S(=O)(=O)NCC(c2cccnc2)N2CCOCC2)cc1 (stereo not drawn)	13%	2%	24%	-14%	i	11%	2%	16%	i
CN(C)C(=O)CCc1ccc2c3c([nH]c2c1)[C@]1(C)[C@@H](C(=O)N2CCCCC2)C[C@H](CC(=O)NCCN2CCOCC2)C(=O)N1CC3	11%	2%	-3%	-8%	i	20%	0%	-7%	i
CCN(CC)S(=O)(=O)c1ccc(OC)c(NS(=O)(=O)Cc2ccccc2)c1	9%	2%	-4%	-4%	i	4%	5%	-19%	-22%
Cc1ccc(S(=O)(=O)Nc2ccc3c(c2)CCCN3C(=O)c2cccs2)cc1	0%[9.22 µM]	nt	?	-4%	nt	-3%	nt	4%	-13%
COc1cc(CN2CCCCCC2)c([N+](=O)[O-])cc1OC	8%	0%	12%	5%	i	12%	8%	-10%	i
Nc1nnc(SCC(=O)OCC(=O)Nc2ccc(Br)cc2)s1	-22%	1%	16%	13%	i	-12%	-16%	nt	?
CCN1CCN(c2oc(-c3ccc(COc4ccc(OC)cc4)o3)nc2C#N)CC1	28%[9.22 µM]	nt	-23%	-6%	nt	0%	nt	5%	-24%
COc1ccc(C(=O)NCCS(=O)(=O)N2CCc3ccccc3C2)cc1	13%	?	-10%	0%	i	15%	7%	8%	i
Cc1ccccc1S(=O)Cc1ccc(C(=O)NCCN2CCOCC2)o1 (stereo not drawn)	-7%	0%	-1%	-12%	i	11%	10%	-4%	-26%
Cc1ccccc1CNC(=O)c1cccc(NC(=O)c2nsc3ccccc23)c1	?	nt	?	-6%	nt	17%	nt	22%	-23%
Cc1ccc2c(c1)OC(c1ccc3c(c1)OCCO3)CC2=O (stereo not drawn)	?	-1%	?	1%	i	-10%	-1%	21%	-70%[inhibitor]
O=C(CNC(=O)c1cccs1)c1ccc([N+](=O)[O-])cc1	13%	-1%	4%	-10%	i	19%	0%	-8%	i
N#Cc1c2c(c(-c3ccccc3)[nH]c1=O)CCCC2	12%	-4%[15.4 µM]	18%	2%	i	5%	-2%	nt	-23%
O=C(NCc1ccco1)C1CCN(Cc2ccc(F)cc2)CC1	-12%	1%	-27%	-4%	i	-6%	0%	8%	i
C=CCNC(=O)/C(C#N)=C/c1ccc(C)o1	?	-4%	2%	-3%	i	7%	3%	-14%	-3%
O=C(CSc1ccc(-c2ccc(F)cc2)nn1)NCc1ccco1	0%	1%	2%	-9%	i	8%	1%	1%	-4%[57.5 µM]
COCCNS(=O)(=O)c1ccc(OCC(=O)OC)c(Cl)c1	20%	0%	0%	0%	i	10%	2%	19%	i
O=c1[nH]c(CSc2nnc3ccccn23)nc2ccccc12	15%	0%	10%	-13%	i	4%	0%	-16%	i
Cc1ccc(NS(=O)(=O)c2cccc(C(=O)N3CCCC(C)C3)c2)cc1 (stereo not drawn)	10%	1%	?	6%	i	-22%	8%	23%	-42%[inhibitor]
OC(CNCc1ccccc1)(c1ccccc1)c1ccccc1	10%	4%	?	2%	i	-9%	-3%	-27%	-22%
COC(=O)C1=C(C)N(C)C(=S)NC1c1c(OC)ccc2ccccc12 (stereo not drawn)	0%	-2%	-2%[0.307 µM]	3%[0.307 µM]	i	21%	0%	7%	-7%
Cc1nn(-c2ccccc2)c(C)c1C(=O)OCC(=O)N(C)C1CCS(=O)(=O)C1 (stereo not drawn)	-8%	3%	28%	7%	i	0%	0%	-4%	i

Next section; the last 2 above are carried over.
SMILES	TDP43 rescue	MmCpn inh	GLP-1R inv ag	GLP1R cytotox	Akt phos inh	Abeta yeast res	aSyn yeast inh	FUS suppressor	PTHR1 agonist
COC(=O)C1=C(C)N(C)C(=S)NC1c1c(OC)ccc2ccccc12 (stereo not drawn)	0%	-2%	-2%[0.307 µM]	3%[0.307 µM]	i	21%	0%	7%	-7%
Cc1nn(-c2ccccc2)c(C)c1C(=O)OCC(=O)N(C)C1CCS(=O)(=O)C1 (stereo not drawn)	-8%	3%	28%	7%	i	0%	0%	-4%	i
CC(Sc1nc2ccccc2o1)C(=O)O (stereo not drawn)	12%	0%	9%	1%	i	7%	5%	11%	-10%[57.5 µM]
O=[N+]([O-])c1cc(/C=N/O)ccc1Oc1cccc(Cl)c1	?	1%	4%	28%	i	4%	8%	19%	-3%
Cc1ccccc1-c1nnc(SCC(=O)NC2CCCC2)o1	15%	1%	8%	0%	i	7%	1%	7%	i
CCOC(=O)C1CCCN(S(=O)(=O)c2ccc(S(=O)(=O)N3CCCC3)cc2)C1 (stereo not drawn)	9%	1%	-3%	2%	i	-9%	1%	0%	-87%
CCOC(=O)c1cc(CC)sc1/N=C/C1C(=O)CCCC1=O	25%	3%	-1%	-2%	i	16%	1%	24%	i
Cc1cccc2nc(-c3ccc(N(C)C)cc3)c(Nc3ccc4c(c3)OCO4)n12	0%	nt	-6%	-1%	nt	-6%	nt	10%	i
Cc1cccc(C)c1NC(=O)CN(C)C(=O)c1ccccc1C(=O)N(C)Cc1ccccc1	-4%	3%	-25%	4%	i	-5%	2%	19%	i
O=C(CNC1CCCCC1)NN=C(c1ccccc1)c1ccccc1	-2%	-4%	?	-1%	i	7%	8%	-12%	-6%
CCOc1ccccc1N1CC(C(=O)Nc2cc(S(=O)(=O)N3CCOCC3)ccc2OC(C)C)CC1=O (stereo not drawn)	4%	nt	12%	-6%	i	-3%	-8%	34%	-2%
Cc1cc2cc(C(c3nnnn3C(C)(C)C)N(Cc3ccco3)CC3CCCO3)c(=O)[nH]c2cc1C (stereo not drawn)	6%	-2%	8%	-1%	nt	19%	nt	4%	-13%
COc1ccc(CCNC(=O)C(=O)NCC2OCCN2S(=O)(=O)c2ccc(Cl)cc2)cc1OC (stereo not drawn)	1%	-1%	-29%	-2%	i	-5%	-3%	12%	-39%[inhibitor]
O=C(NC(c1ccccc1)c1ccccc1)c1ccc(=O)[nH]n1	11%	0%	52%[activator]	4%	i	10%	2%	-9%	-6%
Cc1cc(Oc2ncccc2[N+](=O)[O-])c2cc(Cl)ccc2n1	19%	0%	-19%	-4%	i	-8%	-2%	10%	i
Cc1ccc(S(=O)(=O)CNC(=S)c2cccc(C)c2)cc1	21%	1%	-7%	-2%	i	7%	4%	8%	i
O=C(NCc1csc(-c2cccs2)n1)C1CCCCC1	-4%	-2%	-4%	5%	i	-20%	0%	19%	-80%[inhibitor]
COc1ccc(NS(=O)(=O)c2cc(NC(=O)c3ccc(=O)[nH]c3)ccc2C)cc1	-9%	2%	-4%	3%	i	-14%	-11%	-17%	i
CCN(CC)S(=O)(=O)c1ccc(C2CNC(=O)C2)cc1 (stereo not drawn)	8%	4%	7%	2%	i	-11%	1%	-23%	-25%
CCOc1cccc(C(=O)Nc2ccc(S(=O)(=O)Nc3cc(C)on3)cc2)c1	3%	2%	4%	10%	i	-13%	-6%	11%	i
Cc1cc(C)c(S(=O)(=O)Cc2ccc(Cl)cc2)c(=O)[nH]1	-12%	4%	11%	-7%	i	-2%	-3%	11%	i
Cc1c2cnn(-c3ccccc3)c(=O)c2c(C)n1CC(=O)NCc1ccc(Cl)cc1	-1%	nt	0%	-3%	nt	-12%	nt	15%	i
Cc1ccc(NC(=O)c2cnc(SCC(=O)N3CCOCC3)n(C)c2=O)cc1	0%	nt	-10%	-10%	nt	-5%	nt	-16%	i

5 records drawn at random from those above, as already listed:
SMILES	TDP43 rescue	MmCpn inh	GLP-1R inv ag	GLP1R cytotox	Akt phos inh	Abeta yeast res	aSyn yeast inh	FUS suppressor	PTHR1 agonist
CCN(CC)S(=O)(=O)c1ccc(C2CNC(=O)C2)cc1 (stereo not drawn)	8%	4%	7%	2%	i	-11%	1%	-23%	-25%
CCOC(=O)c1cc(CC)sc1/N=C/C1C(=O)CCCC1=O	25%	3%	-1%	-2%	i	16%	1%	24%	i
O=[N+]([O-])c1cc(/C=N/O)ccc1Oc1cccc(Cl)c1	?	1%	4%	28%	i	4%	8%	19%	-3%
Cc1cc(C)c(S(=O)(=O)Cc2ccc(Cl)cc2)c(=O)[nH]1	-12%	4%	11%	-7%	i	-2%	-3%	11%	i
Cc1c2cnn(-c3ccccc3)c(=O)c2c(C)n1CC(=O)NCc1ccc(Cl)cc1	-1%	nt	0%	-3%	nt	-12%	nt	15%	i
